MPTP inh – inhibitors of mitochondrial permeability transition pore | AID 602449 | inhibition, % at 10 µM | isolated mouse mitochondria, Ca2+ swelling absorbance, 30 min | hit rate 1.4% among 360,000;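 active means inhibition of 50% or more, scaled per plate between neutral and stimulator controls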;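 further: 0% = DMSO wells given calcium and 100% = 1 mM EGTA wells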
NALP3 yeast inh – blocks the NALP3 inflammasome reconstituted in yeast; Yeast reconstituted NLRP3/ASC/caspase-1, beta-gal luminescence, 24 h; inhibition, % at 10 µM; hit rate 0.39% among 330,000; AID 2825;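 active means inhibition of 50% or more; inactive means inhibition below 50%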;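 further: plate controls were induced DMSO wells for no effect and uninduced yeast grown without galactose for full effect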
APJ antagonist – APJ receptor antagonism; CHO-K1 APJ beta-arrestin complementation, luminescence; hit rate 0.32% among 330,000; P35414; inhibition, % at 20 µM;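 active means inhibition above about 40% at 20 µM, limit read from the data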;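 further: cells challenged with 10 nM apelin-13 agonist together with compound; plate controls were apelin-13 plus DMSO wells for no effect and DMSO wells lacking apelin-13 for full effect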
Target sequence (P35414 whole entry, looked up): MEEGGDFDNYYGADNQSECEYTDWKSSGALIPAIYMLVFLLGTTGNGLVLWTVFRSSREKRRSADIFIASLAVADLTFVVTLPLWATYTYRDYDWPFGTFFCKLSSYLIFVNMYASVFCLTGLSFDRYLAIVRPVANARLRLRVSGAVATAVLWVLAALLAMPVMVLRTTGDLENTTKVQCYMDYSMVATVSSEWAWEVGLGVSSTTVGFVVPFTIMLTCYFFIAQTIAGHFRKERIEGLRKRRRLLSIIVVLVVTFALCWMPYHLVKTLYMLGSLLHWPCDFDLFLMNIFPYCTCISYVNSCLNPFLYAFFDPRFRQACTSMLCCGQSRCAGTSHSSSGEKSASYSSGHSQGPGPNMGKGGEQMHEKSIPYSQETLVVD
MIN6 prolif – MIN6 beta-cell proliferation induction; MIN6 cells proliferation, ATPlite luminescence, 48 h; cells starved in 0.2% serum; 100% = growth in 10% serum; hit rate 0.29% among 330,000; proliferation, % at 10 µM;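 active means compounds whose signal lies at least 3.5 SD above the mean of all wells on their plate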;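 further: 0% = DMSO-treated cells in low-serum medium and 100% = 10% serum control; some compounds called inactive have numbers as strong as hits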
tim23-1 inh – inhibits growth of tim23-1 mutant yeast; inhibition, % at 20 µM; AID 463212; hit rate 1.3% among 330,000; S. cerevisiae tim23-1 growth, BacTiter-Glo luminescence, 24 h;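 active means growth inhibition of the mutant yeast at or above 50%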;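 further: temperature-sensitive mutant grown at 25 °C; plate controls were DMSO-treated mutant yeast for no effect and medium wells lacking yeast for full effect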
tim10-1 inh – tim10-1 yeast growth inhibition | S. cerevisiae tim10-1 ts strain growth, BacTiter-Glo, 24 h | inhibition, % at 20 µM | hit rate 2.2% among 330,000;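 active means inhibition of at least 40%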;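 further: mutant grown at 25 °C; 0% = DMSO wells with yeast and 100% = wells holding no yeast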
GRIN3A LBD mod – modulates the human NR3A ligand-binding domain; AID 1259313; hit rate 2.5% among 340,000; Tm shift relative to glycine control, % at 25 µM; NR3A LBD differential scanning fluorimetry, Tm shift; 0% = protein alone, 100% = glycine-bound protein;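 active means melting temperature shift of at least 10% of the positive control shift, at one fixed dose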
TIM10 inh – inhibits growth of TIM10 yeast strain; S. cerevisiae TIM10 strain growth, BacTiter-Glo luminescence, 24 h; inhibition, % at 10 µM; hit rate 1.4% among 330,000;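 active means inhibition of 40% or more at the single tested concentration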;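 further: wild-type TIM10 isogenic control strain grown at permissive 25 °C; 0% = DMSO yeast wells and 100% = minimal medium wells without yeast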
APJ ag – activates the human apelin receptor APJ. P35414. CHO-K1 APJ PathHunter beta-arrestin, luminescence; 0% DMSO wells, 100% apelin. activation, % at 20 µM. hit rate 0.11% among 330,000. AID 2520;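 active means activation more than six SD over the plate average, tested at 20 µM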;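 further: 0% = DMSO alone and 100% = apelin-13 at 10 nM; some results filed as inactive read as strong as hits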
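Assay system – PathHunter CHO-K1 APJ (AGTRL-1) beta-arrestin reporter cells · Compound – one dose, 20 µM compound, 1% DMSO · Timing – compound 90 min 25 °C, reagent 1 h · Measured by – luminescence from split beta-galactosidase complementation, Galacton Star/Emerald II substrate · Measure – beta-arrestin recruitment to APJ as agonist activity, luminescent signal · Benchmarks – DMSO vs Apelin-13 10 nM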
* = called active by the depositor; · = not tested or not shown. Not a hit list; about 7.2% have a hit in one of these screens.

SMILES | MPTP inh | NALP3 yeast inh | APJ antagonist | MIN6 prolif | tim23-1 inh | tim10-1 inh | GRIN3A LBD mod | TIM10 inh | APJ ag
COC(=O)c1c(NC(=O)CSc2nnnn2-c2ccccc2)sc2c1CCCC2 | -0.6 | 29 | -15 | -2 | 13 | 17 | 0 | -22 | 1
Cc1cccc(-n2cc(CN3CCN(Cc4nccn4C)CC3)c(-c3cccc(F)c3)n2)c1 | -1.0 | 12 | 7 | -5 | -9 | 19 | -3 | 24 | -3
CSc1nc2ccc(NS(=O)(=O)c3ccc(Cl)s3)cc2s1 | 87* | 6 | 0 | -3 | 58* | 44* | 3 | 47* | -4
Cc1cc(Cl)ccc1Oc1ncc(CN2CCN(c3ccccc3)CC2)s1 | 0.2 | 10 | 6 | -4 | 14 | 34 | 2 | 12 | -1
CN(C(=O)c1ccco1)c1nc(CC(=O)Nc2ccccc2)cs1 | -0.6 | 27 | 12 | -1 | -4 | -10 | -1 | -1 | -1
CC(=O)Nc1ccc(S(=O)(=O)NCC(=O)Nc2ccc3c(c2)OCO3)cc1 | -1.5 | 12 | 7 | -1 | -3 | -14 | 3 | -7 | 1
COc1ccc(NC(=O)N(CCO)Cc2cc3c(C)cc(C)cc3[nH]c2=O)cc1 | -1.7 | -3 | 9 | -1 | 6 | -3 | 0 | 5 | -4
CSc1ccccc1NC(=O)CN1C(=O)C2CC=CCC2C1=O (stereo unspecified) | -0.7 | 7 | 12 | 0 | -3 | -2 | 0 | 2 | -6
CN(Cc1ccccc1)S(=O)(=O)c1ccc2[nH]cc(C(=O)NCC3CCCO3)c(=O)c2c1 (stereo unspecified) | -1.9 | 6 | -12 | 3 | 13 | 2 | -12 | -4 | 1
O=C(Cn1c(O)c(/C=C2\C=Nc3ccccc32)sc1=O)Nc1ccc2c(c1)OCO2 | 3.6 | 14 | -3 | -3 | -14 | -8 | 11* | -29 | 0
Oc1ccc(Cl)cc1/C=N/c1nccs1 | -3.3 | 16 | 13 | -1 | 55* | 45* | -1 | 30 | -3
Cc1ccc(CS(=O)(=O)CCC(=O)NCc2ccc3c(c2)OCO3)cc1 | -0.8 | 14 | 2 | 2 | 12 | 14 | -1 | 4 | 0
CCNS(=O)(=O)c1ccc(C(=O)Nc2ccccc2)cc1 | -1.8 | -2 | -18 | -1 | 5 | 5 | 0 | -3 | -3
Cc1ccsc1C(=O)C1CCCN(Cc2cccn2-c2ccc(Cl)cn2)C1 (stereo unspecified) | 43 | 14 | 11 | -7 | 14 | 19 | 0 | 9 | -6
COc1cc(C)nc(N2CCCC(C(=O)NCC(C)C)C2)n1 (stereo unspecified) | -0.5 | -1 | 16 | -1 | 18 | 10 | -1 | -2 | -3
COc1ccc2cc(CN(Cc3ccco3)C(c3nnnn3C3CCCCC3)C(C)C)c(=O)[nH]c2c1 (stereo unspecified) | 1.0 | 14 | 4 | -4 | 35 | 32 | 0 | 17 | -1
CC(NC(=O)c1cccs1)c1ccccc1 (stereo unspecified) | 0.3 | 5 | -14 | -2 | 4 | 3 | 2 | 5 | -7
COc1ccc(C(=O)N2CCN(S(=O)(=O)N3CCOCC3)CC2)cc1OC | 2.4 | 11 | 20 | -1 | 10 | 0 | 3 | 4 | -1
CCC(NS(=O)(=O)c1cccs1)c1ccc(C)cc1 (stereo unspecified) | -0.3 | 7 | 14 | 2 | 20 | 3 | 1 | 2 | -2
Brc1cccc(C=Nc2cccc3ncccc23)c1 | -5.4 | 0 | -19 | -1 | -8 | 10 | 0 | 13 | 1
Cc1ccc(NC(=O)Cc2nnc(SCC(=O)NC3=NCCS3)n2C)cc1 | 0.6 | 0 | 11 | -2 | -5 | -16 | -4 | 7 | -3
COc1ccc(S(=O)(=O)n2nc(-c3ccc(Cl)cc3)cc2N)cc1 | 4.8 | 15 | -1 | -3 | 16 | 8 | 5 | 4 | -3
Cc1ccc2[nH]c(=O)c(C(c3nnnn3C3CCCC3)N3CCCc4ccccc43)cc2c1 (stereo unspecified) | 1.9 | 8 | 8 | -6 | 40 | 24 | 3 | 36 | 1
O=C(/C=C/c1ccco1)NCC1(c2ccccc2)CCCC1 | 0.0 | 29 | 16 | 5 | 36 | 18 | -3 | 15 | -3
CNC(=O)NCC12CC3CC(CC(C3)C1)C2 | -0.6 | 4 | -8 | 1 | 22 | 22 | 9 | 26 | -5

Another view of part of the listing above.
Molecule,MPTP inh,NALP3 yeast inh,APJ antagonist,MIN6 prolif,tim23-1 inh,tim10-1 inh,GRIN3A LBD mod,TIM10 inh,APJ ag
COc1cc(C)nc(N2CCCC(C(=O)NCC(C)C)C2)n1 (stereo unspecified),-0.5,-1,16,-1,18,10,-1,-2,-3
COc1ccc2cc(CN(Cc3ccco3)C(c3nnnn3C3CCCCC3)C(C)C)c(=O)[nH]c2c1 (stereo unspecified),1.0,14,4,-4,35,32,0,17,-1
CC(NC(=O)c1cccs1)c1ccccc1 (stereo unspecified),0.3,5,-14,-2,4,3,2,5,-7
COc1ccc(C(=O)N2CCN(S(=O)(=O)N3CCOCC3)CC2)cc1OC,2.4,11,20,-1,10,0,3,4,-1
CCC(NS(=O)(=O)c1cccs1)c1ccc(C)cc1 (stereo unspecified),-0.3,7,14,2,20,3,1,2,-2
Brc1cccc(C=Nc2cccc3ncccc23)c1,-5.4,0,-19,-1,-8,10,0,13,1
Cc1ccc(NC(=O)Cc2nnc(SCC(=O)NC3=NCCS3)n2C)cc1,0.6,0,11,-2,-5,-16,-4,7,-3
COc1ccc(S(=O)(=O)n2nc(-c3ccc(Cl)cc3)cc2N)cc1,4.8,15,-1,-3,16,8,5,4,-3
Cc1ccc2[nH]c(=O)c(C(c3nnnn3C3CCCC3)N3CCCc4ccccc43)cc2c1 (stereo unspecified),1.9,8,8,-6,40,24,3,36,1
O=C(/C=C/c1ccco1)NCC1(c2ccccc2)CCCC1,0.0,29,16,5,36,18,-3,15,-3
CNC(=O)NCC12CC3CC(CC(C3)C1)C2,-0.6,4,-8,1,22,22,9,26,-5

More results follow:
SMILES | MPTP inh | NALP3 yeast inh | APJ antagonist | MIN6 prolif | tim23-1 inh | tim10-1 inh | GRIN3A LBD mod | TIM10 inh | APJ ag
CC(=O)Nc1ccc(S(=O)(=O)Nc2nc3ccccc3nc2N2CCCC2)cc1 | 3.9 | 8 | 12 | 1 | 5 | 12 | -4 | 0 | 5
COc1cc(OC)cc(C(=O)NCC(=O)OC2CCOC2=O)c1 (stereo unspecified) | -0.2 | 1 | 14 | -3 | 4 | 3 | -1 | 1 | 3
Cc1nn(C)c(C(=O)N/N=C/c2ccncc2)c1Cl | 0.0 | 6 | -22 | 5 | -19 | -15 | -2 | 8 | 0
CCOc1ccc(NC(=O)c2ccc3snnc3c2)cc1 | 0.6 | 22 | 6 | -3 | 13 | 8 | -4 | 7 | 0
COc1ccc(S(=O)(=O)NCC(c2ccc3c(c2)OCO3)N2CCOCC2)cc1C (stereo unspecified) | 0.0 | 22 | 12 | 2 | 13 | 12 | 0 | 4 | -4
O=C(OCc1cnc(Cl)s1)c1cccc(Cl)c1Cl | 0.1 | 20 | 3 | -1 | 0 | 0 | 4 | -12 | -4
O=C(Cn1c(-c2ccccc2)c[n+]2ccsc12)c1ccc([N+](=O)[O-])cc1 | 0.5 | 34 | -17 | -5 | -3 | 25 | -1 | 23 | 2
O=C(O)CNC(=O)c1ccccc1NC(=O)c1ccco1 | -0.6 | 7 | -6 | -2 | 7 | 12 | 1 | 0 | -4
Cc1cc(C(=O)O)c(=O)[nH]c1C | 0.6 | -2 | 16 | -2 | 8 | 16 | -12 | 8 | -5
COc1ccccc1CNC(=O)C1CCC(CNC(=O)[C@@H]2Cc3ccccc3CN2)CC1 (stereo partly specified) | -0.2 | 7 | -2 | 2 | -7 | 3 | 1 | -6 | -2
FC(F)(F)c1cccc(N2CCc3cn[nH]c32)c1 | 2.1 | 97* | 10 | -2 | 41 | 23 | -2 | 15 | -1
COc1ccc(OCC(=O)Nc2ccc(N3CCOCC3)cc2)cc1 | -1.4 | 24 | 12 | -2 | -5 | -12 | 6 | 0 | 4
Cn1nc(C(=O)OCC(=O)c2ccccc2)c2ccccc2c1=O | -3.5 | 12 | -8 | -1 | 0 | -4 | 0 | -9 | -1
CCOC(=O)c1[nH]c2ccc(OC)cc2c1NC(=O)/C=C/c1ccc2c(c1)OCO2 | -8.4 | 9 | 7 | 0 | -5 | 17 | -9 | -12 | 0
CCOC(=O)Cc1csc(NC(=O)/C=C\c2ccccc2)n1 | 1.5 | 7 | -1 | -5 | 3 | 20 | -2 | 2 | 1
Oc1cc(NCCN2CCOCC2)cc2cccnc12 | -0.7 | 15 | -29 | -3 | -1 | 3 | -2 | -2 | 5
NC(=O)N1c2ccccc2CC(=O)c2ccccc21 | 1.0 | 27 | 13 | -3 | -1 | -10 | 3 | -5 | -3
O=C1CC(N2CCN(c3ccc(Cl)c(Cl)c3)CC2)C(=O)N1 (stereo unspecified) | 1.0 | 16 | 6 | 1 | -8 | 20 | -3 | -17 | -1
CC1CC(C)CN(S(=O)(=O)c2cc3c4c(c2)CCC(=O)N4CCC3)C1 (stereo unspecified) | -2.2 | 6 | 15 | 3 | 27 | 15 | 1 | 28 | 19
O=C(Nc1nccs1)c1ccc(Cl)c([N+](=O)[O-])c1 | 0.5 | 22 | 12 | -3 | 30 | 1 | -1 | 7 | 3
O=C1N[C@@H](Cc2cn(S(=O)(=O)c3c(F)c(F)c(F)c(F)c3F)c3ccccc23)C(=O)N[C@H]1Cc1ccccc1 | · | 3 | -6 | -7 | 19 | -1 | · | 7 | 16
CCN1C(=O)/C(=C\c2ccc(-c3cccc(C(=O)OC)c3)o2)SC1=Nc1ccc(C(=O)O)cc1 | · | 9 | 8 | -4 | -12 | 7 | · | 0 | -1
CCC(C)(C)NC(=O)CCCSc1nc2ccccc2s1 | -2.4 | 31 | -12 | -4 | 18 | 16 | 5 | -2 | 1
CSCC[C@H](NC(=O)NC1CCCC1)C(=O)O | 1.5 | 0 | -1 | 1 | 4 | 4 | -1 | -21 | -4
COc1cccc(C(=O)N2CCN(Cc3cn[nH]c3-c3ccc(F)cc3F)CC2)c1 | 0.3 | -3 | -1 | -1 | 8 | -7 | -1 | -7 | 0
Cc1cccc(N=C2NC(=O)C(CO)(CO)S2)c1 | 1.0 | 15 | -5 | 3 | -13 | -2 | -1 | -8 | 2
CC1(C)CC2(CCO1)OC(=O)CC2C(=O)Nc1ccccc1Cl (stereo unspecified) | 0.4 | 1 | -4 | 1 | 3 | 11 | 0 | 4 | 0
CC(=O)N1CCC(C(=O)N2CCN(S(=O)(=O)c3cccs3)CC2)CC1 | 1.1 | 9 | 7 | 0 | 9 | 0 | 7 | 1 | 3
CC(C)NC(NC(=O)Cc1ccccc1)C(Cl)(Cl)Cl (stereo unspecified) | 4.4 | 16 | 0 | -2 | 8 | 7 | 0 | 0 | -2

Looked up by structure from above:
SMILES | MPTP inh | NALP3 yeast inh | APJ antagonist | MIN6 prolif | tim23-1 inh | tim10-1 inh | GRIN3A LBD mod | TIM10 inh | APJ ag
Cn1nc(C(=O)OCC(=O)c2ccccc2)c2ccccc2c1=O | -3.5 | 12 | -8 | -1 | 0 | -4 | 0 | -9 | -1
COc1ccc(S(=O)(=O)NCC(c2ccc3c(c2)OCO3)N2CCOCC2)cc1C (stereo unspecified) | 0.0 | 22 | 12 | 2 | 13 | 12 | 0 | 4 | -4

Screens deposited in PubChem by Sanford-Burnham Center for Chemical Genomics.
